ABHD5 PLIN5 PPI: ABHD5-PLIN5 protein interaction inhibition | Q00G26+Q8WTS1 | Split G. princeps luciferase complementation, luminescence, 4 h | inhibition, % at 4 µM | 360,000 tested, 0.78% active;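 active = inhibition above the mean inhibition across every tested compound plus 3 SD, cut at about 22% in these data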;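 also: 0% = DMSO only wells and the 100% control is not disclosed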
H9c2 protect: protects H9c2 cardiomyocytes from peroxide injury; H2O2 injury protection, ATPLite, 2 h; protection from H2O2 cell death, % at 20 µM; 360,000 tested, 0.63% active; AID 588492;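 active = compounds giving at least 50% protection of heart cells from peroxide-induced death in the single-dose screen, raw or plate-pattern-corrected value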;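 also: 0% = DMSO wells with peroxide and 100% = DMSO wells without peroxide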
Granule exo inh: blocks lytic granule exocytosis; TALL-104 LAMP-1 surface exposure, flow cytometry; cells stimulated with thapsigargin and PMA; inhibition, % at 10 µM; 360,000 tested, 0.66% active;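 active = inhibition above about 55%, limit read from the data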
Glyco luc inh: N-linked glycosylation inhibition. D54 ERlucT glycosylation luciferase reporter, 24 h; percent of 100 nM tunicamycin response. reporter increase, % at 12.5 µM. 360,000 tested, 0.23% active. AID 588692;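 active = mean luciferase reporter signal, scaled so untreated is 0 and the glycosylation-blocking control 100, at or above a set limit in every replicate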;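 also: luciferase carries N-glycosylation sites so blocking glycosylation raises the light; 0% = median of neutral control wells and 100% = median of 100 nM tunicamycin wells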
ABCB6 inh 2: blocks the human ABCB6 transporter; fluorescence ratio to DMSO, % at 10 µM; AID 602162; 360,000 tested, 0.19% active; Q9NP58; K562-ABCB6 porphyrin accumulation, flow cytometry, 1 h; stronger effect = lower value;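 active = fluorescence ratio to DMSO below 75%, the collection mean minus 3 SD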;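 also: signal is porphyrin accumulated inside mitochondria; 100% equals median channel fluorescence of DMSO control wells; lower ratio means ABCB6 inhibition with less porphyrin fluorescence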
PDI turbidity: PDI (human) enzyme inhibition | inhibition, % at 10 µM | 350,000 tested, 0.052% active | P07237 | PDI insulin aggregation turbidity, A650, 90 min;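 active = mean inhibition across replicates of 30% or more, whatever share of single replicates reach that level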;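 also: absorbance from insulin aggregation driven by PDI reduction with DTT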
Target sequence (P07237 whole entry, looked up): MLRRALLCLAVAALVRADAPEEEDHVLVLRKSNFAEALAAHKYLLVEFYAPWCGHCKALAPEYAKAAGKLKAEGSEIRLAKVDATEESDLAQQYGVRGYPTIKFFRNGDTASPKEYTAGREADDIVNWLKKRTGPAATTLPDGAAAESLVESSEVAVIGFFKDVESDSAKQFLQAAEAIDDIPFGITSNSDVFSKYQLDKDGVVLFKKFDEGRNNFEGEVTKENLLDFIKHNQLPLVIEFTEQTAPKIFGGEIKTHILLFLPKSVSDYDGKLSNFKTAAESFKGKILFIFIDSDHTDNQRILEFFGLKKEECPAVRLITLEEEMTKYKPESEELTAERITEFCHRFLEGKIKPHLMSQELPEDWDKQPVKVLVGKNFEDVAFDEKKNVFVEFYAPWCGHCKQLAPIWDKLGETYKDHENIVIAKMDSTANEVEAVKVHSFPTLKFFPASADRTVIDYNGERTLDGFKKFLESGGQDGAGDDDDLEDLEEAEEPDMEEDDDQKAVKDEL
CaV13 FRET inh: Disruptors of the CACNA1D IQ motif to Ca2+-dependent inactivation inhibitor domain association, primary screening, Förster resonance energy transfer in intact living … | inhibition, % at 12.3 µM | 340,000 tested, 0.098% active | HEK cells, CFP/YFP FRET ICDI-IQ, plate reader, 10 min; percent FRET-ratio fall versus neutral wells | AID 743397;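 active = mean replicate inhibition of at least 30% and at least 1% of replicates passing that level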;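 also: 0% = median of the neutral control wells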
MC4R antag cAMP: human MC4R antagonism in cAMP assay; P32245; MC4R-expressing cells, MTII-stimulated cAMP, LANCE TR-FRET; inhibition, % at 6.5 µM; 360,000 tested, 0.48% active;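 active = inhibition above its plate's cutoff, the mean of tested wells on that plate plus 3 SD, cut at about 29% in these data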;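 also: 0% = Melanotan II alone and 100% = Melanotan II plus saturating MCL0020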
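material = U2OS cells stably expressing human melanocortin 4 receptor (MC4R) | also added = Melanotan II challenge | dosing = single nominal compound dose of 6.5 µM | detection = TR-FRET with Eu-cAMP and labeled anti-cAMP, 671 nm | replication = singlicate | timing = compound 30 min, challenge 1 h, detection 1 h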
m5-HT2A agonist: activates the mouse 5-HT2A serotonin receptor | activation, % at 7.6 µM | 360,000 tested, 0.66% active | CHO-K1 mHTR2A beta-arrestin complementation, luminescence; percent of 30 µM serotonin response;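 active = activation above a run cutoff, the mean activation of all tested compounds plus 3 SD, cut at about 14% in these data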;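 also: 0% = plate median of compound wells and 100% = 30 µM serotonin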
Target sequence (P35363 whole entry, looked up): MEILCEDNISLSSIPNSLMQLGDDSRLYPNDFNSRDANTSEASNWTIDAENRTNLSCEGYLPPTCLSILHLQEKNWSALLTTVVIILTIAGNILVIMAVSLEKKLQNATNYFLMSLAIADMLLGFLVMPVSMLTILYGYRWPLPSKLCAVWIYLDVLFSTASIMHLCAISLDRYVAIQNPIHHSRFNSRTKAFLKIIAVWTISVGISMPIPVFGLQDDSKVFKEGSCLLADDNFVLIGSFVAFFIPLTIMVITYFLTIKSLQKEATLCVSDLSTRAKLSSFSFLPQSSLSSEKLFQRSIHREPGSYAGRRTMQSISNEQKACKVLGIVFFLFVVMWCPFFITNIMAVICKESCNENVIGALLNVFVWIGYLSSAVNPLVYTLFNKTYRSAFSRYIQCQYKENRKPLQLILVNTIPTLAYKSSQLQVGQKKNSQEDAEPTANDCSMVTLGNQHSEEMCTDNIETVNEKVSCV
MC4R ag barr: agonists of human melanocortin 4 receptor (MC4R) beta-arrestin; activation, % at 8.9 µM; U2OS MC4R beta-arrestin complementation, luminescence; percent of melanotan II response, DMSO zero; 360,000 tested, 0.98% active; AID 540308;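 active = activation above a per-plate cutoff, the mean activation of sample wells on that plate plus 3 SD, cut at about 8% in these data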
Numbers without * were called inactive; . = no result given.

Second line of a record: ABHD5 PLIN5 PPI | H9c2 protect | Granule exo inh | Glyco luc inh | ABCB6 inh 2 | PDI turbidity | CaV13 FRET inh | MC4R antag cAMP | m5-HT2A agonist | MC4R ag barr
1) CCCCN(C=O)c1c(CC)nc2ccc(C(=O)N(C)Cc3ccco3)cn12
    3 | 8 | 6 | 1 | 97 | 0 | 1 | 12 | 4 | 0.1
2) Cc1ccc(C)c(C(=O)COC(=O)C(C)N2C(=O)C3C4CCC(C4)C3C2=O)c1 (configuration not stated)
    2 | -8 | 0 | 0 | 88 | -43 | -3 | 1 | -1 | -4.6
3) CC(O)(CS(=O)(=O)Cc1ccc(Cl)cc1)C(=O)Nc1cccc(C(F)(F)F)c1 (configuration not stated)
    -5 | -2 | -1 | 11 | 92 | 2 | -8 | 11 | -3 | 11*
4) CC(C)N1C(=O)c2ccccc2N(Cc2ccccc2)S1(=O)=O
    3 | -6 | 2 | -1 | 99 | 11 | -5 | 5 | 0 | 2.0
5) O=C(COC(=O)c1ccccc1C(=O)N1CCN(c2ccccc2)CC1)Nc1ccccc1
    8 | 2 | -1 | 2 | 96 | 4 | -8 | 14 | -6 | -0.6
6) COc1ccc(NC(=O)CN(C)C(=O)c2cccc(S(=O)(=O)Nc3ccc(OC)cc3)c2)cc1
    0 | -9 | -5 | 1 | 102 | -2 | -16 | 7 | 1 | 0.3
7) COc1ccc(CCn2ccc(O)c(Cc3ccc(Cl)cc3)c2=O)cc1OC
    4 | -12 | 0 | -1 | 125 | 0 | 2 | 5 | -4 | 0.7
8) Cc1ccnc(NS(=O)(=O)c2ccc(NC(=O)c3ccc(Br)o3)cc2)n1
    12 | -10 | -1 | 1 | 104 | 5 | 12 | 1 | 3 | 1.6
9) COC(=O)C(CC(=O)Nc1cc(C)ccc1C)Nc1ccccc1OC (configuration not stated)
    1 | 5 | -2 | 1 | 107 | 4 | -3 | 6 | 2 | 0.8
10) COCC(=O)N/N=C/c1c(C)[nH]n(-c2ccccc2)c1=O
    -19 | 6 | 2 | 3 | 107 | -12 | 4 | 1 | 3 | -2.1
11) COc1ccc(Cl)cc1C(=O)CSc1nnnn1C
    0 | 15 | -2 | 2 | 103 | 1 | 1 | 8 | -4 | -1.4
12) O=C(COC(=O)c1ccccc1F)Nc1cccnc1Cl
    -7 | 10 | 2 | -2 | 94 | 0 | -6 | 12 | -2 | -1.4
13) CCC(Oc1ccccc1)C(=O)N1CCN(CC)CC1 (configuration not stated)
    -1 | -5 | -2 | 1 | 102 | -1 | -6 | 2 | 0 | 1.1
14) O=C(NCCCN1CCN(c2ccccc2F)CC1)C1CCN(S(=O)(=O)c2cccs2)CC1
    4 | -3 | -2 | -4 | 93 | 4 | -8 | 4 | 15* | -1.4
15) Cc1cccc(NC(=O)CC(C)(C)C)c1
    -3 | -5 | 6 | 1 | 100 | -6 | -6 | 2 | 1 | -1.9
16) COc1ccc(N(CC(=O)NCCc2ccccc2)C(=O)c2csnn2)cc1OC
    -1 | 0 | -4 | 1 | 100 | -3 | -2 | 3 | 4 | -2.6
17) Nc1ncnc2c(C3OC(CO)C(O)C3O)c[nH]c12 (configuration not stated)
    8 | -7 | -3 | -20 | 97 | -6 | -7 | -7 | -4 | -0.3
18) O=C(NCc1ccccc1Cl)C1CCCN(S(=O)(=O)c2cccc3nonc23)C1 (configuration not stated)
    1 | 2 | 28 | -4 | 95 | -5 | -4 | 4 | 3 | 0.3
19) O=C(c1cccc(Cl)c1)N1CCN(c2ncccn2)CC1
    4 | -2 | -8 | 2 | 101 | 7 | -18 | 7 | 4 | -0.8
20) COc1ccc(CCNC(=O)CSc2nn(-c3ccccc3)c(=S)s2)cc1
    -2 | 0 | 0 | 0 | 93 | 7 | -4 | 8 | 2 | 1.4
21) N#CCCN(C(=O)COc1ccc(F)cc1Br)c1ccccc1F
    3 | 5 | 9 | -2 | 103 | -10 | -7 | -1 | 1 | -2.5
22) CCOC(=O)C1CCN(C2CCN(Cc3nc(-c4ccccc4)no3)CC2)CC1
    -2 | -10 | 0 | 0 | 100 | 3 | -5 | 0 | -6 | 0.1
23) O=C(c1ccc(Cl)cc1[N+](=O)[O-])N1CCOCC1
    1 | 2 | -1 | 0 | 103 | 3 | -13 | 1 | 0 | -2.0
24) O=C(NCc1ccc(F)cc1)c1noc2c1CCCCC2
    -5 | 1 | 3 | 0 | 103 | -12 | -7 | 16 | -3 | -1.3
25) O=C(COc1ccccc1Cl)Nc1ccc(N2CCCC2)cc1
    26* | -1 | 4 | -1 | 100 | -4 | . | 4 | 5 | 2.8
26) CCCn1c(CCC(=O)O)ccc1-c1ccc(OC)cc1
    3 | -2 | -2 | 1 | 107 | -8 | . | 4 | 8 | -0.2
27) CCOC(=O)CSc1nc(-c2ccncc2)ccc1C#N
    -1 | 2 | -2 | -5 | 95 | -5 | . | -1 | 0 | -1.6
28) COC(=O)c1sc(-c2cccs2)cc1NC(=O)/C=C/C(=O)O
    8 | 3 | 6 | 3 | 95 | -3 | -19 | 32* | -4 | -2.0
29) Cc1c(S(=O)(=O)N2CCCC(C(=O)O)C2)cnn1C (configuration not stated)
    -6 | 6 | 1 | 3 | 101 | 4 | -4 | -6 | -3 | -1.6
30) CCOc1ccc(NC(=S)NN(C)C(=S)Nc2ccc(OCC)cc2)cc1
    -17 | -10 | -4 | -2 | 98 | -4 | -6 | -2 | 2 | -1.2
31) CC(C)CN(C(=O)COC(=O)Cc1ccc(Cl)cc1)c1c(N)n(Cc2ccccc2)c(=O)[nH]c1=O
    -8 | -2 | -1 | 0 | 94 | 2 | -7 | 9 | 0 | -2.4
32) COCCCNC(=O)/C(C#N)=c1\s/c(=C\c2ccccc2OC(F)F)c(=O)n1CCCOC
    7 | 23 | -5 | 3 | 102 | -4 | -20 | 10 | -2 | -0.2
33) CC1(C)NC(=O)N(CC(=O)N2CCCC(C(F)(F)F)C2)C1=O (configuration not stated)
    1 | 0 | 1 | -1 | 105 | -7 | -19 | 2 | -1 | -3.6
34) CCc1cc(CNC(=O)CC2C(=O)NCCN2Cc2c(F)cccc2Cl)on1 (configuration not stated)
    -2 | 3 | 1 | 3 | 95 | 13 | -7 | -2 | -1 | -1.2
35) COc1ccc(-c2nnsc2N2C(=O)c3ccccc3C2=O)cc1
    -1 | 10 | 6 | 1 | 88 | 4 | -4 | 3 | 3 | -0.4
36) CNC(=S)NC1(C)CCS(=O)(=O)C1 (configuration not stated)
    11 | 3 | 13 | 1 | 91 | -13 | -3 | 3 | 3 | 3.3
37) Cc1ccc(NNC(=O)c2ccno2)cc1C
    -3 | -13 | -8 | 2 | 98 | 1 | -14 | -4 | 2 | -0.1
38) CN(C)C(CNC(=O)Cc1cccc(C(F)(F)F)c1)c1ccco1 (configuration not stated)
    3 | 5 | 0 | 1 | 99 | -2 | -5 | 8 | 0 | 0.0
39) CCC/C=N/Nc1nc2ccccc2s1
    -12 | -9 | -2 | -7 | 99 | 3 | 0 | -1 | -2 | -0.5
40) CCS(=O)(=O)c1nnnn1-c1ccccc1S(C)(=O)=O
    4 | 10 | 1 | -12 | 102 | 7 | -8 | 2 | -1 | 1.0
41) O=c1[nH]nc(-c2ccc(F)cc2)cc1Cc1ccccc1
    1 | 0 | -2 | -2 | 101 | -2 | -2 | 4 | -5 | 0.9
42) O=C(CC1OC(=O)c2ccccc21)NNC(=O)c1ccc(F)cc1 (configuration not stated)
    -7 | 2 | 3 | -1 | 101 | -7 | -16 | 0 | -10 | -2.0
43) CCCc1cc(C(=O)Nc2cccc(-c3nn[nH]n3)c2)sc1C
    -10 | -7 | -2 | 2 | 101 | -6 | -9 | 9 | -3 | -2.3
44) CC(C)(C)c1ccc(OCCNCc2ccccc2)cc1
    -5 | -16 | 24 | 3 | 99 | -5 | -22 | 0 | 7 | 2.2
45) CC(C)CC(=O)Nc1sc2c(c1C#N)CC(C)(C)NC2(C)C
    -3 | -16 | -3 | -1 | 101 | 4 | -1 | -1 | -4 | -1.1
46) O=C(NNc1ccccc1)Nc1ccccc1F
    3 | -6 | -8 | 0 | 95 | -4 | -5 | 4 | -4 | -0.1
47) CCn1c(=NC(=O)CS(=O)(=O)c2ccc(C)cc2)sc2cccc(OC)c21
    7 | -14 | 8 | 1 | 95 | 8 | -5 | -3 | 1 | -1.3
48) CN(c1ccc(C(=O)N2CCOCC2)cc1)S(=O)(=O)c1ccc(Cl)cc1
    9 | 1 | -3 | -1 | 101 | -7 | -6 | 1 | 1 | -0.6
49) COc1ccc(-c2[nH]ncc2CN2CCC(OCc3cccnc3)CC2)c(F)c1
    -1 | 0 | -1 | 4 | 101 | -6 | -6 | -4 | 0 | 0.3
50) CCC1(C)Cc2ccccc2/C(=C/C(=O)N2CCCCC2)N1 (configuration not stated)
    -6 | 13 | 0 | -1 | 111 | -2 | -5 | -1 | -4 | -3.2
51) O=C(Nc1ccc(N2CCOCC2)c(S(=O)(=O)Nc2ccc(Cl)cc2)c1)c1ccc(=O)[nH]n1
    2 | 16 | 5 | 1 | 98 | -11 | -2 | 3 | -4 | 0.0
52) O=C(Nc1ccc(Cl)cc1)Nc1nnc(SCc2ccc(Cl)cc2)s1
    7 | -23 | 1 | -3 | 95 | -7 | -3 | 9 | -2 | -1.6
53) CCOC(=O)c1c(-c2ccccc2)oc2ccc(OCC(=O)O)cc12
    -5 | 4 | 0 | 2 | 100 | 1 | -2 | 2 | -5 | 1.3
54) Cn1c(CNc2ccc(Cl)cc2)nc2ccccc21
    -3 | -6 | -5 | -3 | 106 | 11 | -5 | 5 | 1 | -0.9
55) CCc1cc2c(=O)c(-c3nc(C)cs3)coc2cc1OC(C)C(=O)NCCO (configuration not stated)
    -1 | 32 | -3 | -1 | 102 | -12 | -4 | -5 | 1 | 2.2
56) O=C(Nc1ccnc(-c2ccncc2)n1)C1CC1
    -2 | -2 | -1 | 1 | 101 | 14 | -5 | 12 | -2 | -0.1
57) CCOc1ccc2nc(SCc3ccccc3C#N)sc2c1
    -6 | -12 | 1 | -3 | 135 | 14 | -4 | 0 | -4 | -0.6
